# Compound activity (PubChem BioAssay)
# ERp5 inh: inhibitors of ERp5-driven insulin aggregation, primary screen, biochemical, turbidity, absorbance 650 nm, single point | AID 651711, 2012 | 90 min | 0.05% of 350,000 active | Protein disulfide-isomerase A6 (Homo sapiens), Q15084 | inhibition, % at 9.99 µM;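 active means mean replicate inhibition above about 25%, with every replicate also reaching it, limit read from the data, passing the limit was not always enough; inconclusive means only one of those two criteria met; inactive means neither criterion met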
# Target sequence (Q15084 whole entry, looked up): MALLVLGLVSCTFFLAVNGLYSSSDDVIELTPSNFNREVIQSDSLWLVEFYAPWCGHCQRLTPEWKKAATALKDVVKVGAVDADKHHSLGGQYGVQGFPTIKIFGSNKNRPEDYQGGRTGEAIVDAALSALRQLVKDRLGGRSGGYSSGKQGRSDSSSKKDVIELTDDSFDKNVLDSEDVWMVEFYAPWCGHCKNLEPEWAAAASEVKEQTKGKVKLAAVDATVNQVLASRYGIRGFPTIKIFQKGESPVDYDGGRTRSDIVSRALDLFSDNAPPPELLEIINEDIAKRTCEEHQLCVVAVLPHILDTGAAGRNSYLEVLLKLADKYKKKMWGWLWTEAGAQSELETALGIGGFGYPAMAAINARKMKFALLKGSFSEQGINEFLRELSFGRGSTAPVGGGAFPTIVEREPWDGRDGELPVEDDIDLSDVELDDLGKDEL
# SIRT5 inh: SIRT5 desuccinylase inhibitors, primary screen, biochemical, fluorescence imaging, single point, set 5; AID 652115, 2013; NAD-dependent protein deacylase sirtuin-5, mitochondrial (Homo sapiens), Q9NXA8; 1.1% of 330,000 active; inhibition, % at 15 µM; Purified SirT5, succinyl-peptide AMC, trypsin-coupled fluorescence; in the data active means inhibition above about 15%; inconclusive means no clear call, values can overlap the other calls
# Target sequence (Q9NXA8 whole entry, looked up): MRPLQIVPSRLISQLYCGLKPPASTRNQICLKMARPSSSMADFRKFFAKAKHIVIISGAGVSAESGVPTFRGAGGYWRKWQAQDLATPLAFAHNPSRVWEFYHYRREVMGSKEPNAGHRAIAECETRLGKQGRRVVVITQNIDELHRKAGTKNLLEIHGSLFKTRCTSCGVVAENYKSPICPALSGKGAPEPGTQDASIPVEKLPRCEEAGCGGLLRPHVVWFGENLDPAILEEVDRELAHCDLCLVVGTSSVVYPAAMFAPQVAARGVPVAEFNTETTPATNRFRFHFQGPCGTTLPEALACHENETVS
# E-sel inducer: E-selectin induction in HUVECs, primary screen, imaging, HUVEC, immunofluorescence imaging, single point; P16581; normalized: neutral wells 0, TNF-alpha wells 100; activation, % at 7.58 µM; 0.37% of 260,000 active;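 active means mean E-selectin-positive cell signal at least 10% of the positive control, reached in at least 60% of replicates, without over 20% cell loss; inconclusive means no rule given, readout overlaps actives, possibly toxicity-flagged; inactive means the rest, including those meeting only one limit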;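 further: in these data hits start at about 27%; measured in HUVEC primary endothelial cells; signal is the percent of cells scored E-selectin positive by PE staining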
#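 Assay system: HUVEC primary endothelial cells. Input: 3,000 HUVEC seeded per well. Doses: one compound dose added by pin transfer. Read-out basis: % PE-positive cells. Benchmarks: TNF-alpha high, DMSO low. Detection: immunofluorescence imaging. Buffer or medium: EGM-2, gelatin.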
# DENV2 CPE rescue: inhibitors of DENV2 cytopathic effect, primary screen, cell-based, plate reader, single concentration. DENV2-infected cells, cytopathic effect rescue. CPE inhibition, % at 9.99 µM. 1.7% of 350,000 active; in the data active means CPE inhibition above about 20%, passing the limit was not always enough; inconclusive means no clear call, values can overlap the other calls; tested in BHK-21 cells;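 further: 0% = median of neutral control wells and 100% = median of positive control wells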
# C2C12 statin: suppressors of statin myotoxicity in C2C12 myotubes, primary screen, cell-based, single point, plate reader; C2C12 myotubes + simvastatin, ATP luminescence, 48 h; scaled: DMSO 0, geranylgeraniol control 100; rescue of ATP level, % at 7.49 µM; 0.78% of 330,000 active;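 active means mean ATP rescue above about 67%, or every replicate alone reaching that limit, limit read from the data, passing the limit was not always enough; inconclusive means no clear call, values can overlap the other calls; inactive means mean under the limit and some replicate under it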;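 further: myotubes were challenged with 10 µM simvastatin during compound exposure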
# PglD DTNB: C. jejuni PglD acetyltransferase inhibitors, primary screen, biochemical, DTNB colorimetric, single point. AID 602405, 2012. UDP-N-acetylbacillosamine N-acetyltransferase PglD (Campylobacter jejuni). purified PglD enzyme, DTNB colorimetric CoA detection. 0.098% of 360,000 active. inhibition, % at 12.5 µM; in the data active means inhibition above about 16%, passing the limit was not always enough; inconclusive means no clear call, values can overlap the other calls; further: strong numbers were not always called active
# S100A4 inh HTS: inhibitors of S100A4-myosin IIA peptide binding, primary screen, biochemical, fluorescence polarization, TAMRA-MyoIIA peptide. 0.14% of 360,000 active. Protein S100-A4 (Homo sapiens), P26447. AID 652163, 2013. inhibition, % at 10.7 µM;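 active means mean inhibition of at least 70% across replicates, with every replicate also reaching that level; inconclusive means mean inhibition reaches 70% but some replicates fall short; inactive means mean inhibition below 70%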
# Target sequence (P26447 whole entry, looked up): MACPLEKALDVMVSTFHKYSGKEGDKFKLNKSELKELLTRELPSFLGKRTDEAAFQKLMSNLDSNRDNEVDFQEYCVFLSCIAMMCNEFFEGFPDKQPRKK
#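 incubation = readout 5 min after mixing, signal stable up to 60 min | system = S100A4 monomer protein | buffer or medium = HEPES pH 7.2 with CaCl2, KCl, NaCl, DTT, Triton | benchmarks = neutral control DMSO, positive control TFP | also added = fluorescent myosin IIA peptide, 5 nM | compound dosing = one concentration per compound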
# The depositor's hits bear a star; ? = inconclusive; / = no result given; & = joins results of further samples. These rows are one share of the data; rates above refer to the full screens.
SMILES,ERp5 inh,SIRT5 inh,E-sel inducer,DENV2 CPE rescue,C2C12 statin,PglD DTNB,S100A4 inh HTS
CCCC(=O)Nc1ccc2c(c1)C(=O)N(C)[C@H]1CC[C@H](CC(=O)O)O[C@@H]1CO2,3,-1,0.0,0,3,-1,-7
COc1ccc(CCNC(=O)CCS(=O)(=O)c2ccc3c(c2)NC(=O)C(C)S3)cc1OC (stereo not drawn),-1,0,/,-4,4,3,-5
CC(C)(C)c1nc(NCC2CCCO2)c2nnn(Cc3ccccc3)c2n1 (stereo not drawn),4,13,/,0,4,-1,3
CN1C(=O)c2cc(NC(=O)C3CC3)ccc2OC[C@H]2O[C@@H](CC(=O)NC3CCC3)CC[C@@H]21,-2,4,0.0,11,-23,7,6
COc1cc(OC)nc(Oc2ccccc2/C=N/O)n1,2,-2,/,9,/,/,-3
CCCC(=O)N=c1sc2c(OC)ccc(OC)c2n1C,0,1,/,-2,20,/,19
O=C(c1ccc(F)cc1F)N1CCCC(c2nc(-c3ccc(F)cc3)no2)C1 (stereo not drawn),2,/,/,1,-11,5,1
COc1cccc(-c2cc(C(=O)N3CCN(S(=O)(=O)c4ccc(Br)cc4)CC3)[nH]n2)c1,-4,-3,/,?,12,-5,0
O=C(C[C@H]1CC[C@H]2[C@@H](COC[C@@H](O)CN2Cc2ccccc2)O1)NCCc1ccccc1,1,1,0.0,-5,0,5,21
CSC1=N/C(=C\c2cccc(Cl)c2)C(=O)N1N(C)C,2,3,/,-4,/,/,1
Cc1ccc(S(=O)(=O)Nc2ccc3c(c2)C(=O)N([C@H](C)CO)C[C@H](C)[C@@H](CN(C)C(=O)c2ccncc2)OCCCC[C@@H](C)O3)cc1,/,/,/,-8,-19,-2,/
CC(C)c1cn(CC[C@@H]2CC[C@@H](NC(=O)C3CCOCC3)[C@@H](CO)O2)nn1,1,-5,-2.6,0,/,/,9
CCOC(=O)C1=C(CN2CCOCC2)NC(=O)NC1c1cccc([N+](=O)[O-])c1 (stereo not drawn),0,16*,0.8,-1,6,5,-8
C[C@H](CO)N1C[C@H](C)[C@H](CN(C)Cc2ccccc2)Oc2ccc(NC(=O)CCC(F)(F)F)cc2C1=O,5,0,0.1,-11,-4,-5,7
COCCOC(=O)N1C(=O)[C@@]2(c3cc(C#Cc4ccc(OC)cc4)ccc31)[C@H](c1ccc(OCCO)cc1)N1[C@H](c3ccccc3)[C@H](c3ccccc3)OC(=O)[C@H]1[C@@H]2C(=O)N1CCN(c2ncccn2)CC1,4,7,/,?,/,4,1
CCS(=O)(=O)Nc1ccc2c(c1)C(=O)N(C)C[C@H](OC)[C@H](C)CN(C(=O)CN(C)C)[C@H](C)CO2,1,-7,6.2,0,-3,-1,-9
COc1cccc(NC(=O)Nc2nnc(Cc3ccc(OC)c(OC)c3)s2)c1,0,9,/,-6,16,-14,0
O=C(O)c1ccc([N+](=O)[O-])cc1Sc1ccsc1,-6,1,-0.3,-3,/,/,-8
O=C(NC(=S)Nc1ccc2nc[nH]c2c1)c1ccccc1,-5,3,/,-4,-3,0,-1
Cc1ccc(NC(=O)CCN2C(=O)c3cccc([N+](=O)[O-])c3C2=O)c(Br)c1,-3,2,/,?,-8,1,-4
Cc1c(-c2ccc(Br)cc2)[n+](=O)c2c(n1[O-])CCCC2,5,-1,/,-1,-7,2,4
O=c1o[nH]c(-c2ccccc2)c1-c1ccccc1,0,-6,/,0,/,-7,-34
COc1ccc(NC(=O)CN(C)S(=O)(=O)c2ccc3c(c2)CC(C)N3C(C)=O)cc1OC (stereo not drawn),1,-5,/,0,1,-16,-5
CC(C)CNS(=O)(=O)c1ccc(S(=O)(=O)N2CCC(N3CCCCC3)CC2)cc1,-5,-6,/,10,-15,0,-1
COc1ccccc1CNC(=O)C[C@H]1C[C@@H]2c3cc(NC(=O)c4cccnc4)ccc3O[C@@H]2[C@@H](CO)O1,-4,-4,-0.2,-4,5,2,-6
Cc1csc(NC(=O)CSc2nnc3c4ccccc4nc(C(C)(C)C)n23)n1,-6,/,/,/,-74,2,49
Cc1ccc(N(CC(=O)N/N=C/c2cccc(Br)c2)S(C)(=O)=O)cc1,-1,-4,-2.5,1,/,9,-1
CCN(CC(=O)NCc1ccc(F)cc1)C(=O)c1ccc2c(c1)OCO2,-6,-5,0.0,17,7,/,0
COc1cccc(OCc2ccc(Cl)cc2)c1C#N,0,-1,/,-7,/,/,1
COCC(=O)Nc1ccc2c(c1)C(=O)N(C)C[C@@H](OC)[C@H](C)CN(C(=O)c1ccccn1)[C@H](C)CO2,2,5,-0.1,-5,-1,-2,4

# SIRT5 inh, entries above that show a hit
molecule	ERp5 inh	SIRT5 inh	DENV2 CPE rescue	PglD DTNB	S100A4 inh HTS
CCOC(=O)C1=C(CN2CCOCC2)NC(=O)NC1c1cccc([N+](=O)[O-])c1 (stereo not drawn)	0	16*	-1	5	-8

# Looked up one by one from the entries so far:
SMILES,ERp5 inh,SIRT5 inh,E-sel inducer,DENV2 CPE rescue,C2C12 statin,PglD DTNB,S100A4 inh HTS
Cc1csc(NC(=O)CSc2nnc3c4ccccc4nc(C(C)(C)C)n23)n1,-6,/,/,/,-74,2,49
CN1C(=O)c2cc(NC(=O)C3CC3)ccc2OC[C@H]2O[C@@H](CC(=O)NC3CCC3)CC[C@@H]21,-2,4,0.0,11,-23,7,6
COc1cccc(OCc2ccc(Cl)cc2)c1C#N,0,-1,/,-7,/,/,1
O=C(C[C@H]1CC[C@H]2[C@@H](COC[C@@H](O)CN2Cc2ccccc2)O1)NCCc1ccccc1,1,1,0.0,-5,0,5,21

# Further results
SMILES,ERp5 inh,SIRT5 inh,E-sel inducer,DENV2 CPE rescue,C2C12 statin,PglD DTNB,S100A4 inh HTS
COc1ccc(C(CCN(Cc2ccc(OC)c(OC)c2)C(C)=O)C(C)C)cc1 (stereo not drawn),-1,2,/,-5,3,5,7
COc1ccccc1OC(C)C(=O)Nc1ccc2c(c1)n(C)c(=O)n2C (stereo not drawn),1,-3,0.4,-2,27,-6,-9
CCCNC(=O)N1CC2(C1)[C@H](c1ccccc1)[C@H](CO)N2CC1CC1,-4,5,0.2,1,/,/,11
C[C@H](CO)N1C[C@H](C)[C@@H](CN(C)C(=O)Nc2ccc(F)cc2)OCCCC[C@H](C)Oc2ccc(NC(=O)CCCN(C)C)cc2C1=O,2,-3,-0.1,2,/,1,1
COCCN=c1scc(-c2cccs2)n1/N=C/c1ccc(O)c(O)c1O,1,2,/,-11,/,/,0
Cc1ccsc1/C=N/Nc1nc(=O)[nH]nc1C,-3,2,/,-2,/,/,0
COC(=O)c1nnn(CC(=O)NC(=O)Nc2cccc(Cl)c2C)c1C(=O)OC,1,3,-0.6,-3,11,/,8
CC(C)NC(=O)N(C)C[C@H]1OCCCC[C@@H](C)Oc2ccc(N(C)C)cc2C(=O)N([C@H](C)CO)C[C@H]1C,2,-3,1.5,-2,/,-3,-27
COc1ccc(/C=N/OCC(=O)N(Cc2ccccc2)c2ccccc2C(=O)O)cc1,0,-5,/,-5,7,-5,0
CCc1ccccc1NC(=O)CCN1C(=O)C2C3CCC(C3)C2C1=O (stereo not drawn),-6,-4,/,-10,/,/,-1
COc1ccc(Nc2nc(NC(C)(C)C)nc(N3CCOCC3)n2)c(OC)c1,1,4,/,4,/,/,4
Cc1nc2ccccc2nc1OCc1ccc([N+](=O)[O-])cc1,-1,3,/,-4,/,/,-1
C[C@@H]1CN([C@@H](C)CO)C(=O)c2cc(NC(=O)c3ccncc3)ccc2O[C@@H](C)CCCCO[C@H]1CN(C)Cc1ccccc1,11,-6,-0.1,1,/,-1,9
C[C@H](CO)N1C[C@H](C)[C@@H](CN(C)CC2CC2)Oc2ccc(NS(=O)(=O)c3ccc(Cl)cc3)cc2C1=O,1,4,0.1,-2,-3,1,2
COc1ccccc1C(=O)Nc1ccc(S(=O)(=O)Nc2nccs2)cc1,3,-3,-0.1,0,-4,2,-7

# Just ERp5 inh and DENV2 CPE rescue, for some of the entries so far:
SMILES,ERp5 inh,DENV2 CPE rescue
COc1ccccc1OC(C)C(=O)Nc1ccc2c(c1)n(C)c(=O)n2C (stereo not drawn),1,-2
CCCNC(=O)N1CC2(C1)[C@H](c1ccccc1)[C@H](CO)N2CC1CC1,-4,1
C[C@H](CO)N1C[C@H](C)[C@@H](CN(C)C(=O)Nc2ccc(F)cc2)OCCCC[C@H](C)Oc2ccc(NC(=O)CCCN(C)C)cc2C1=O,2,2
COCCN=c1scc(-c2cccs2)n1/N=C/c1ccc(O)c(O)c1O,1,-11
Cc1ccsc1/C=N/Nc1nc(=O)[nH]nc1C,-3,-2
COC(=O)c1nnn(CC(=O)NC(=O)Nc2cccc(Cl)c2C)c1C(=O)OC,1,-3

# (list continues)
SMILES,ERp5 inh,SIRT5 inh,E-sel inducer,DENV2 CPE rescue,C2C12 statin,PglD DTNB,S100A4 inh HTS
Cc1nnc(SCC(=O)NNC(=O)COc2ccc(Br)cc2)n1C,-3,-4,/,4,4,-1,-4
CC1CC(C)CN(C(=O)COC(=O)c2ccc(Cl)nc2)C1 (stereo not drawn),0,-3,-0.2,1,-4,-4,10
Cc1ccccc1NC(=O)c1ccc2c(c1)CCN2S(C)(=O)=O,1,-5,0.3,-2,13,-7,0
CC(C)c1nnc(NC(=O)CCC(=O)N2CCN(C3CCCCC3)CC2)s1,1,-1,/,-2,-3,-8,0
CO[C@H]1CN(C)C(=O)c2ccc(NS(=O)(=O)CC(F)(F)F)cc2OC[C@H](C)N(C(=O)c2ccc3c(c2)OCO3)C[C@@H]1C,3,-1,-0.3,0,2,4,-10
CCCNC(=O)c1cc2ccccc2c(=O)o1,-4,-2,-0.9,?,/,2,-3
C(=N\Nc1nc2ccccc2[nH]1)/c1ccc2c(c1)OCO2,4,-3,2.1,-1,/,/,8
CC(=O)Cc1nsc(NC(=O)c2ccco2)n1,-6,2,/,-1,-11,4,-5
COc1ccccc1C1CCN(c2ccc([N+](=O)[O-])cn2)CC1,2,2,-0.3,-2,8,0,-11
Cn1c(/C=C/c2ccc(Br)cc2)c([N+](=O)[O-])c(=O)n(C)c1=O,-1,-9,/,6,11,6,-2
C[C@@H]1CN([C@@H](C)CO)C(=O)c2cccc(NC(=O)c3cnccn3)c2O[C@H]1CN(C)Cc1ccc(C(=O)O)cc1,-7,-1,-1.9,3,/,1,-14
NC(=O)c1ccccc1OCC(=O)Nc1ccc2c(c1)CCC2,1,10,/,-8,8,-4,-4
Cc1ccc(Nc2c(-c3ccco3)nc3nc(C)cc(C)n23)cc1,0,-1,1.1,0,/,3,0
CCC(=O)NNc1nc2c(Cl)cccc2s1,0,-4,/,-3,/,/,-3
COc1cc(C(=O)Nc2sc3c(c2C(=O)O)CCC(C)C3)cc(OC)c1OC (stereo not drawn),-3,-2,/,2,-19,8,3
COc1ccc(CN2CC3(CN(C(C)=O)C3)c3c([nH]c4cc(OC)ccc34)[C@@H]2CO)cc1,-4,10,0.2,-5,/,/,-2
C[C@H](CO)N1C[C@H](C)[C@@H](CN(C)Cc2ccc(Oc3ccccc3)cc2)Oc2c(NC(=O)C3CC3)cccc2C1=O,2&-3,10&1,0.0&0.9,-3&-4,20&4,-10&0,8&0
COC(=O)c1ccc(CN(C(=O)N2CCN(C)CC2)S(=O)(=O)c2ccc(C)cc2)cc1,-1,1,-0.4,2,-12,-1,2
